# CCHFV vOTU inh = CCHFV vOTU protease inhibition. Pep-AMC fluorescence. inhibition, % at 11.5 µM. actives 0.55% (n = 370,000). AID 651958; also: 0% = vehicle wells with enzyme and 100% = no enzyme wells
# BoNT A protease = blocks Botulinum neurotoxin A light chain protease. multiplex microsphere protease substrate cleavage, flow cytometry. inhibition, % at 10 µM. actives 0.17% (n = 360,000). AID 588499; in the data active = inhibition above about 30%; inconclusive = no clear call, values can overlap the other calls; also: plate controls were buffer without enzyme for full effect and enzyme alone for no effect
# BoNT F protease = blocks Botulinum neurotoxin F light chain protease | actives 0.22% (n = 360,000) | inhibition, % at 10 µM | AID 588497 | Multiplex microsphere protease cleavage assay, flow cytometry; in the data active = inhibition above about 35%, passing the limit was not always enough; inconclusive = no clear call, values can overlap the other calls; also: plate controls were buffer without enzyme for full effect and enzyme alone for no effect
# Mtb BioA inh = blocks M. tuberculosis BioA enzyme activity; AID 602481; purified M. tuberculosis BioA enzyme, plate reader; inhibition, % at 9.99 µM; actives 0.096% (n = 360,000); in the data active = inhibition above about 40%; inconclusive = no clear call, values can overlap the other calls
# FadD28 binding = blocks FadD28 binding to the bisubstrate probe; inhibition, % at 12.5 µM; fluorescence polarization; actives 0.22% (n = 360,000); AID 588549; in the data active = inhibition above about 8.5%, passing the limit was not always enough; inconclusive = no clear call, values can overlap the other calls
# Mtb UGM inh = Mtb UDP-galactopyranose mutase inhibition. purified UGM, fluorescence polarization probe displacement. actives 0.06% (n = 320,000). inhibition, % at 10 µM. P9WIQ1; in the data active = inhibition above about 10%, passing the limit was not always enough; inconclusive = no clear call, values can overlap the other calls
# Target sequence (P9WIQ1 whole entry, looked up): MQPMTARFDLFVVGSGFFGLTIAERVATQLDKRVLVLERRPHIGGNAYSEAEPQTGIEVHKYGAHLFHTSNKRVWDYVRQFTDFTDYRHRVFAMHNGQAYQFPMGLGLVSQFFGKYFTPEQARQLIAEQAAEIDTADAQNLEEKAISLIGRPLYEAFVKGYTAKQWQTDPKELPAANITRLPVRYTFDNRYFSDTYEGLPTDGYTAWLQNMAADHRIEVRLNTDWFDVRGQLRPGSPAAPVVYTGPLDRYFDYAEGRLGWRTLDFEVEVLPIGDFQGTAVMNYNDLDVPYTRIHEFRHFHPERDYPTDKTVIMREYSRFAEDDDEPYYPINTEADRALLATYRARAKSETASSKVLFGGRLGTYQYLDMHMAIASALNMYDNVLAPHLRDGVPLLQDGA
# PrPC TRFRET = reduces human prion protein on the cell surface. cell surface PrPC, TR-FRET read-out. P04156. AID 720596. inhibition, % at 13.8 µM. actives 0.43% (n = 370,000); in the data active = inhibition above about 24%; also: 0% = median of the test wells and 100% = reference compound wells
# GDH-TPI counter = inhibits GDH-TPI coupling enzymes, artifact for Mtb FBA screen. GDH-TPI coupled enzyme counterscreen, NADH absorbance. inhibition, % at 4.8 µM. actives 1.2% (n = 360,000). AID 588335;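 also: 0% = DMSO wells and 100% = wells lacking the enzyme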
# FBA Mtb inh = Mtb fructose-bisphosphate aldolase inhibition. P9WQA3. purified M. tuberculosis FBA, fluorescence read-out. inhibition, % at 1 µM. actives 2.3% (n = 360,000). AID 588726; in the data active = inhibition above about 27%;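 also: 0% = vehicle and 100% = reference inhibitor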
# Target sequence (P9WQA3 whole entry, looked up): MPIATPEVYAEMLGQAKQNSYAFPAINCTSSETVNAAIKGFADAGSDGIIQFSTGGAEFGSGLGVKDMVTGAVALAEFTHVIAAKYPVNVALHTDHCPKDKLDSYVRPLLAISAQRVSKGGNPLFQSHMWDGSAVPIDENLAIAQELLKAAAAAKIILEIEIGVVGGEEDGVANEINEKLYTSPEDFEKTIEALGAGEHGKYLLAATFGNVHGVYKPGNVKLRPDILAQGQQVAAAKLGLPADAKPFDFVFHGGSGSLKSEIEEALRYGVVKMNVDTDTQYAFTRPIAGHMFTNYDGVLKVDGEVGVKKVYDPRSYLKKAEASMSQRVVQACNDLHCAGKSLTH
# An asterisk follows results filed as active; ? = inconclusive; / = no result given; & = joins results of further samples. Rule as the data show it, unless noted: active = inhibition above about 30%; inactive = the rest.
SMILES,CCHFV vOTU inh,BoNT A protease,BoNT F protease,Mtb BioA inh,FadD28 binding,Mtb UGM inh,PrPC TRFRET,GDH-TPI counter,FBA Mtb inh
Clc1ccc(-c2n[nH]c3c2CCC3)c(Cl)c1,5,-0.1,-14,1.0,-3.1,3.1,1,4,-3
O=S(=O)(Nc1nc2ccccc2nc1NCC1CCCO1)c1ccc(F)cc1 (configuration not stated),-5,-0.8,-4,-0.4,-0.8,1.5,4,28,9
COc1ccc(-c2noc(C3CCCN(C(=O)c4cccc(C)c4)C3)n2)cc1 (configuration not stated),2,-3.3,?,0.3,-4.4,2.2,-2,-4,78*
CCCn1c(SCC(=O)Nc2cc(Cl)ccc2Cl)n[nH]c1=O,6,-0.4,-2,/,-2.2,2.6,1,1,-1
COc1ccccc1NC(=O)CN1CCN(c2ccccc2)CC1,-9,-1.4,-6,2.2,-1.5,0.1,5,10,1
Cc1ccc(NS(=O)(=O)c2ccc(Cl)c(N=Nc3c(O)[nH]c(=O)[nH]c3=O)c2)cc1Cl,13,-0.6,-2,2.7,4.8,3.1,-5,7,-2
CC(C)Cn1c(N)c(C(=O)COC(=O)c2ccc3ccccc3n2)c(=O)n(C)c1=O,-15,1.2,2,0.3,-0.9,-0.1,8,1,-4
CCCCNC(=O)C1(C)CCCCCN1Cc1cc2ccccc2o1 (configuration not stated),23,-0.2,-1,0.5,-2.2,/,12,3,-2
COc1cccc(N(C(=O)CCl)C(C(=O)NCCc2ccccc2)c2cccs2)c1 (configuration not stated),-12,0.5,-2,-0.8,-7.6,-0.7,-12,0,1
O=C(CCCn1cnc([N+](=O)[O-])n1)Nc1cc(Cl)ccc1O,-5,-0.7,-5,/,0.0,3.4,-1,3,3
COc1cccc(NC(=O)CN(C)C(=O)CC(C)c2ccccc2)c1 (configuration not stated),-2,-4.6,-9,1.0,1.1,-2.3,0,3,0
Cc1ccc(C(=O)c2ccccc2C(=O)OCC(=O)NCCc2ccc(Cl)cc2Cl)cc1,1,-0.2,-4,-0.5,-3.8,1.0,1,0,1
Cc1c(C(=O)NCCN2CCOCC2)oc2ccccc12,3,1.3,1,1.4,-3.7,-0.5,-3,-2,1
CC1CC(=O)N(CC(=O)NCc2ccccc2)c2ccccc2S1(=O)=O (configuration not stated),4,2.6,-1,-0.6,-1.9,-3.9,2,-7,-4
O=[N+]([O-])c1ccccc1OCCCn1cnc2ccccc21,-3,0.5,3,1.0,-5.4,/,-6,-13,-3
COc1ccccc1-c1nc(-c2cccc(C)c2)no1,0,0.0,0,0.1,-2.4,-2.8,-6,1,81*
Cc1cc(=O)n2c(nc3ccccc32)[nH]1,-17,-1.5,-2,/,-3.7,0.2,7,-3,37*
Cc1cccnc1NC(=O)C(C)N1C(=O)c2ccccc2C1=O (configuration not stated),6,4.1,22,-1.4,-1.8,-0.3,11,-3,2
COc1ccc(C2CC(c3cccs3)=NN2C(=O)CSc2nc3ccccc3s2)cc1 (configuration not stated),4,0.7,1,-1.2,-4.4,-0.5,4,14,10
CCOc1cc(CNc2ccc(O)cc2)ccc1OCc1ccc(Cl)cc1Cl,/,0.0,-9,0.6,3.4,1.3,/,-4,-3
Cc1cc(C)c(S(=O)(=O)NCc2ccccn2)c(C)c1,-9,?,?,3.0,-1.4,0.5,12,20,0
Cc1ccnc(NS(=O)(=O)c2cccc3nsnc23)c1,16,0.9,?,0.5,-2.4,0.4,-6,0,2
Cc1ccc(S(=O)(=O)NC2=NCN(Cc3cccnc3)CN2)cc1,1,2.4,-1,-2.4,-1.9,-0.2,2,4,1
Cc1ccc([N+](=O)[O-])cc1NC(=S)NC(=O)c1ccco1,-2,-0.1,2,0.5,-5.5,2.2,2,12,1
Cc1cc(C)cc(NC(=O)CN2CCC(NC(=O)c3cccc(F)c3)CC2)c1,14,-0.4,-14,2.1,-1.9,-3.0,5,-2,2
CC1(c2ccc(F)cc2)OC(=O)c2c1ccc1ccccc21 (configuration not stated),13,-0.5,-1,0.7,-6.7,/,2,-1,0
Cc1ccc(-n2ncc3c(NNC(=O)c4cccs4)ncnc32)cc1,-12,0.6,4,/,-0.6,0.5,7,4,-2
O=C(O)c1ccc(-n2c(O)c(/C=C3\C=Nc4ccccc43)c(=O)[nH]c2=O)cc1,11,-4.4,-11,0.5,-2.3,0.0,6,10,-3
CCCCNC(=O)CC1N=C2c3ccccc3N=C(SCC(=O)Nc3cccc(C)c3)N2C1=O (configuration not stated),6,0.5,-12,-1.1,-0.4,0.2,5,10,4
COc1ccc(C)cc1N(CC(=O)N1CCc2ccccc2C1)S(C)(=O)=O,-3,0.3,-1,/,-3.0,-1.6,6,-6,-6
COc1ccc(C=NCC2OCCc3ccccc32)cc1OC (configuration not stated),1,-0.4,-3,/,-0.2,2.8,0,10,3
CSc1ccc(CCNC(=O)c2cccc3c2C(=O)N(C2CCCCC2)C3)cc1,/,-0.3,5,-1.1,-0.6,-6.8,/,-1,0
O=C(CSc1n[nH]c(-c2cccs2)n1)NCc1ccc2c(c1)OCO2,7,0.6,0,1.9,-0.2,3.0,-4,3,1
CC(=O)N1N=C(c2ccccc2)CC1c1cn(C)c2ccccc12 (configuration not stated),-3,-1.0,-12,0.3,-0.2,3.4,-7,7,-1
CN(C)C(=O)C(NC(=O)c1ccccc1)=C(Cl)Cl,-6,-0.1,-5,-0.2,0.0,-0.7,-3,5,0
CS(=O)(=O)N(CC(=O)N1CCc2ccccc2C1)c1ccc2c(c1)OCO2,14,0.5,-4,-1.5,-2.7,-0.1,1,13,0

# Entries above that contain a thiophene ring, fused or not (four):
SMILES,CCHFV vOTU inh,BoNT A protease,BoNT F protease,Mtb BioA inh,FadD28 binding,Mtb UGM inh,PrPC TRFRET,GDH-TPI counter,FBA Mtb inh
COc1cccc(N(C(=O)CCl)C(C(=O)NCCc2ccccc2)c2cccs2)c1 (configuration not stated),-12,0.5,-2,-0.8,-7.6,-0.7,-12,0,1
COc1ccc(C2CC(c3cccs3)=NN2C(=O)CSc2nc3ccccc3s2)cc1 (configuration not stated),4,0.7,1,-1.2,-4.4,-0.5,4,14,10
Cc1ccc(-n2ncc3c(NNC(=O)c4cccs4)ncnc32)cc1,-12,0.6,4,/,-0.6,0.5,7,4,-2
O=C(CSc1n[nH]c(-c2cccs2)n1)NCc1ccc2c(c1)OCO2,7,0.6,0,1.9,-0.2,3.0,-4,3,1

# Additional results follow:
SMILES,CCHFV vOTU inh,BoNT A protease,BoNT F protease,Mtb BioA inh,FadD28 binding,Mtb UGM inh,PrPC TRFRET,GDH-TPI counter,FBA Mtb inh
CCN(C(=O)CSc1nc2ccc([N+](=O)[O-])cc2s1)C1CCS(=O)(=O)C1 (configuration not stated),0,0.6,5,-5.0,-3.2,1.1,-32,16,5
O=C(C1CCCN(S(=O)(=O)c2ccc(Cl)cc2)C1)N1CCCC1 (configuration not stated),-5,0.8,20,0.8,0.2,3.7,8,1,3
CCC(=O)N1CCc2cc(S(=O)(=O)N3CCN(c4ccccn4)CC3)ccc21,4,-0.2,-4,2.7,-1.7,3.4,4,7,0
Cn1nc(C(=O)N2CCN(S(=O)(=O)c3ccccc3)CC2)c2ccccc2c1=O,11,-0.1,-19,-2.8,-2.0,5.0,3,-1,107*
Cc1ccc2occ(/C=N/NC(=O)c3ccccc3C)c(=O)c2c1,-4,-0.4,-2,-1.7,0.8,2.2,-5,-1,-2
c1ccc(Cn2cc(-c3cccnc3)cn2)cc1,14,0.1,2,1.0,1.3,0.8,0,2,3
COc1ccc(Nc2ncc(C(=O)N3CCN(c4ccccc4OC)CC3)c3ccccc23)cc1,2,0.2,-5,0.9,-3.7,1.2,-4,4,5
CC(C)(C)c1csc(NC(=O)CS(=O)(=O)c2ccccc2)n1,-2,2.7,12,-0.8,-4.5,1.9,-1,-6,0
COc1ccc([C@H]2CC(=O)C=C(c3ccc(SC)cc3)C2)cc1,-6,-0.1,0,-1.0,-3.7,2.0,-3,6,1
O=C(CCC(=O)N1CC2C[C@@H](C1)Cn1c2cccc1=O)NCCc1ccccc1,-1,-0.9,-3,-1.2,-0.3,4.0,-1,8,4
CCCCCC(O)(c1ccc(OCC)cc1)C(CN1CCOCC1)c1ccccc1 (configuration not stated),11,-1.1,-16,-0.3,-3.2,0.2,18,-8,-2
COC(=O)C1=C(C)NC(C)=C(C(=O)OC)C1C(=O)OC1CCCCC1=O (configuration not stated),-2&-6,0.4&0.3,-2&17,0.5,-3.7&-1.6,1.1,0&-7,12&14,1&7
COc1cc(C)ccc1N(CCCN1C(=O)c2cccc3cccc(c23)C1=O)C(=O)c1cccs1,-19,-0.1,-4,-2.1,-4.6,-0.2,0,18,-2
CCOC(=O)C1CCN(C(=O)c2ccccc2)c2scc(-c3ccccc3)c2C1=O (configuration not stated),17,0.0,-6,-0.5,-3.3,/,8,-3,2
NC(=O)C1(N2CCCCC2)CCN(C(=O)c2ccc(C#Cc3ccccc3)o2)CC1,14,-1.4,-7,0.8,0.5,-1.8,-6,10,3
CN1C2CCC1CC(OC(=O)c1cc(Cl)cc(Cl)c1)C2 (configuration not stated),-8,-0.3,0,4.9,-0.3,-0.4,-5,-1,1
Cc1cc(=O)[nH]c(N/N=C/c2c(C)nn(-c3ccccc3)c2Cl)n1,22,/,/,/,-0.2,1.2,-7,26,-1
COC(=O)C(NC(=O)c1ccco1)(Nc1ccc(Br)cn1)C(F)(F)F (configuration not stated),4,0.3,2,-0.5,-0.7,-0.4,12,-10,6
CCOC(=O)c1c(-c2ccccc2Cl)csc1NC(=O)c1cc(S(=O)(=O)N2CCOCC2)ccc1C,-8,-0.5,-3,-1.1,-0.2,-0.3,4,5,5
Cc1ccc(S(=O)(=O)N[C@H](C(=O)Oc2ccc3c(C(F)(F)F)cc(=O)oc3c2)c2ccccc2)cc1,/,-0.9,12,-5.2,0.9,-1.6,/,10,24
C/[N+]([O-])=C/c1c(OCc2ccccc2)ccc2ccccc12,20,0.0,2,-0.1,-3.0,0.2,-7,3,2
CCOc1cc(N2CCOCC2)c(OCC)cc1NC(=O)c1ccc2ccccc2n1,15,-0.5,-13,/,-0.2,3.6,4,-2,-2
COc1ccccc1C(=O)NNC(=S)NC(=O)c1sc2ccccc2c1Cl,-5,-3.2,-28,/,-2.7,-1.9,7,7,0
CSc1ncnc2c1ncn2CCCN1CCN(c2ccccn2)CC1,-10,0.0,-10,0.8,-1.8,/,2,-1,-2

# The last two compounds of the part above come first, to join the parts:
SMILES,CCHFV vOTU inh,BoNT A protease,BoNT F protease,Mtb BioA inh,FadD28 binding,Mtb UGM inh,PrPC TRFRET,GDH-TPI counter,FBA Mtb inh
COc1ccccc1C(=O)NNC(=S)NC(=O)c1sc2ccccc2c1Cl,-5,-3.2,-28,/,-2.7,-1.9,7,7,0
CSc1ncnc2c1ncn2CCCN1CCN(c2ccccn2)CC1,-10,0.0,-10,0.8,-1.8,/,2,-1,-2
Cc1cccnc1NCC(O)COc1ccccc1 (configuration not stated),1,-0.5,-2,1.3,-4.0,-0.6,-8,8,4
COc1ccc(C2/C(=C(\O)c3ccc4c(c3)OCCO4)C(=O)C(=O)N2CCCN(C)C)c(OC)c1 (configuration not stated),1,-0.8,5,0.1,-1.0,5.3,-5,17,0
COC(=O)C1CCN(C(=O)CCCOc2ccccc2)CC1,0,0.2,-3,4.0,-2.6,0.0,2,3,1
CCCCCCCCCCOC(=O)NC1CCS(=O)(=O)C1 (configuration not stated),27,-0.5,-1,/,3.6,2.5,5,-1,-2
O=C(c1ccncc1)N1CCN(C(=O)c2cccs2)CC1,5,0.5,?,-2.9,-2.1,1.3,-3,-9,0
COc1ccc(O)c(C(=O)c2cnn(-c3ccccn3)c2)c1,13,-1.1,-10,0.1,-1.4,-2.8,8,-1,-1
Cc1cnccc1CN(C)C(=O)CC1C(=O)NCCN1CC1CCCCC1 (configuration not stated),-11,-0.4,-4,/,-3.4,-0.9,0,-1,5
CCn1cc(C(C)NC(=O)Nc2ccccc2C(=O)OC)c(C)n1 (configuration not stated),-10,-0.3,3,/,2.9,0.2,0,-4,23

# Compounds as they come; about 4.8% have a hit in one of these screens.
